HT1080 IDH1KD tx = toxicity to HT-1080 IDH1 knockdown cells (counter line). HT-1080 IDH1 knockdown viability, ATP luminescence, 48 h. Potency, µM (top dose mostly 46.1 µM), for inactives: top-dose activity, negative = toxicity, actives largely listed as cytotoxic. hit rate 2% among 360,000. AID 686971;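 note: potency is the fitted concentration of half-maximal effect; 0% = DMSO wells and -100% = cell-free medium wells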
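Using the IDH1-knockdown HT-1080 line run in the same batch and compound series as the NT line, viability after 48 h at 37 °C was determined by CellTiter-Glo luminescence and expressed as % activity.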
KB-V1 cytotox = kills drug-selected multidrug resistant KB-V1 cells; Potency, µM (top dose mostly 46.1 µM), without a hit: at the highest dose activity change, negative = cytotoxicity, actives largely listed as cytotoxic; AID 1347076; hit rate 3.4% among 400,000; KB-V1 MDR cells viability, CellTiter-Glo, 72 h; note: potency is the fitted concentration of half-maximal effect; % is set by controls: 0 for no effect and ±100 for the full control effect; nearly all actives have a fitted effect of over 60% in size
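Readout: CellTiter-Glo luminescence, 10 min after addition. Cells: KB-V1 MDR subline, 72 h at 37 degrees C with compound. Analysis: corrected, normalized data fitted to concentration-effect curves.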
KB-3-1 tox = KB-3-1 parental cell cytotoxicity | KB-3-1 viability, CellTiter-Glo ATP luminescence, 72 h | Potency, µM (doses to about 46.1 µM), for the others: top-dose activity change, negative = cytotoxic, usual class: cytotoxic | hit rate 1.4% among 400,000 | AID 1347075; note: potency is the fitted concentration of half-maximal effect; % is set by controls: 0 for no effect and ±100 for the full control effect; nearly all actives have a fitted effect of over 60% in size
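Here the drug-naive KB-3-1 line serves as comparator for MDR sub-line selectivity; cells received compound titrations, 72 h at 37 °C, then CellTiter-Glo readout.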
MCF10A rerep = induces DNA re-replication in MCF 10a normal breast cells | MCF 10A DNA re-replication, Hoechst nuclear intensity, 48 h | Potency, µM (highest dose often 46.1 µM), for the others: at the top dose activity, positive = re-replication, actives largely listed as activators | hit rate 2.9% among 350,000 | AID 624296; note: potency is the fitted concentration of half-maximal effect; % of control where 0% means no effect; nearly all actives have a fitted effect of over 50% in size
IL-1B inflam inh = inhibitors of inflammasome signaling (IL-1 beta secretion) | THP-1 LPS/ATP IL-1B secretion, AlphaLISA, 16 h; hits give low values | activity change, % at 57.5 µM | hit rate 4.7% among 360,000; in the data active = activity change below about -50%; inconclusive = mostly about -30% to -49%; note: % is set by controls: 0 for no effect and ±100 for the full control effect
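Secreted IL-1B measured by AlphaLISA bead assay after 16 h compound exposure of THP-1 cells; compounds (final up to 57.5 uM) added 1 h before LPS (250 ng/mL) and ATP (1.25 mM) stimulation; lower signal means less secretion.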
GLP1R cytotox = cytotoxicity in counter-screen for GLP-1R inverse agonists; HEK293 cAMP-luciferase reporter cells, luminescence, 24 h; Potency, µM (top dose mostly 38.3 µM), for the others: top-dose activity change, negative = inhibition, hits mostly inhibitors; hit rate 0.13% among 410,000; AID 624418;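 note: loss of luciferase light is scored as toxicity; potency is the fitted concentration of half-maximal effect; % is set by controls: 0 for no effect and ±100 for the full control effect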
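MLSMR compounds, 24 hr on cells at 37 deg C/5% CO2; luminescence after luciferase reagent (12 min RT). Inhibition counted as the undesired cytotoxic outcome.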
DRD3 agonist = D3 dopamine receptor (human) agonism. P35462. D3R DiscoveRx beta-arrestin cells, luminescence, 90 min. max activation, %. hit rate 0.58% among 410,000; in the data active = max activation above about 30%; note: 0% is about no effect; mostly tested at two doses, the higher about 12 µM
Target sequence (P35462 whole entry, looked up): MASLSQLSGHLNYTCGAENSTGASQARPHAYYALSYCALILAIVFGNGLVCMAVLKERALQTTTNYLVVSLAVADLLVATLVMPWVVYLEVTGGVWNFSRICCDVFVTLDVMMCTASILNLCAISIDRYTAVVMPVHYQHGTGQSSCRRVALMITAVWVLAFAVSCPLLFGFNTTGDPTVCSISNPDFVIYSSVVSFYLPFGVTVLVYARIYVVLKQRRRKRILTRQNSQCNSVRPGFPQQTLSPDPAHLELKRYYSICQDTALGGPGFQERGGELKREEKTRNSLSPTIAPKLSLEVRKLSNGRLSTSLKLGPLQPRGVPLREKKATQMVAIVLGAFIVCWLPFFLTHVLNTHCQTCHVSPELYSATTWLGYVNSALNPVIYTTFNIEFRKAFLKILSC
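Agonist mode: compounds and dopamine controls were applied to plated cells for 90 min at 37 degrees C after an overnight attachment at 1500 cells/well. Luminescent read-out followed 30 - 60 minutes at room temperature with DiscoveRx detection reagent.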
SW480 rerep = inducers of DNA re-replication in SW480 colon cancer cells; SW480 DNA re-replication, Hoechst DNA content imaging, 48 h; Potency, µM (top dose mostly 46.1 µM), without a hit: top-dose re-replication activation, usual class: activators; hit rate 1.8% among 340,000; AID 624297; note: potency is the fitted concentration of half-maximal effect; % of control where 0% means no effect; nearly all actives have a fitted effect of over 55% in size
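DNA re-replication was detected as more nuclei of elevated Hoechst intensity after 48 hr exposure to compound (23 nL pinned per well of 250 cells).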
HT1080-NT tox = kills 2HG-producing HT-1080-NT fibrosarcoma cells; HT-1080-NT fibrosarcoma viability, CellTiter-Glo ATP luminescence, 48 h; Potency, µM (top dose mostly 46.1 µM), without a hit: top-dose activity, negative = less viability, most hits filed as cytotoxic; hit rate 1.6% among 360,000; AID 686970;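 note: NT is the 2HG producing partner of a matched IDH1 knockdown line; potency is the fitted concentration of half-maximal effect; 0% = DMSO-treated cells and -100% = media-only wells without cells; nearly all actives have a fitted effect of over 55% in size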
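A 48-hour cytotoxicity screen used HT-1080-NT cells plated 2 hours before compound delivery. ATP-based CellTiter-Glo luminescence measured viability, normalized to DMSO and no-cell controls.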
* marks the source's active call; other numbers are inactive results; i = inactive; ? = inconclusive; . = not tested or not shown; [ ] = remark or other dose. Unless noted, calls come from the whole dose curve; as a rule, active = well fitted curve in the direction sought with a large enough effect; inconclusive = small, poorly fitted or top-dose-only effect, or another doubt; inactive = no such curve, though single readings can be large; an effect the other way counts as inactive or inconclusive. Compounds as they come, and some 11% of all compounds hit somewhere here.

The opening 4 records, to show the layout:
Each structure is followed by: HT1080 IDH1KD tx | KB-V1 cytotox | KB-3-1 tox | MCF10A rerep | IL-1B inflam inh | GLP1R cytotox | DRD3 agonist | SW480 rerep | HT1080-NT tox
- Nc1c(C(=O)NCCC2=CCCCC2)sc2ccc(S(=O)(=O)N3CCCCC3)cc12
  ? | -29% | ? | 2% | 7 | 6% | 3 | ? | -11%
- O=C1NC(=Nc2ccc(F)cc2)CS1
  -3% | 8% | -3% | -2% | 2 | 3% | -9 | 2% | 15%
- O=C(Cn1nnc(-c2ccc(N3CCOCC3)cc2)n1)N1CCOCC1
  1% | -7% | -9% | -5% | -12 | 2% | -4 | 4% | 13%
- COC(=O)c1ccccc1NC(=O)CSc1nc2ncccc2[nH]1
  10% | 9% | 6% | -14% | 15 | 1% | -7 | -2% | 5%

Results, previewed entries included:
Each structure is followed by: HT1080 IDH1KD tx | KB-V1 cytotox | KB-3-1 tox | MCF10A rerep | IL-1B inflam inh | GLP1R cytotox | DRD3 agonist | SW480 rerep | HT1080-NT tox
- Nc1c(C(=O)NCCC2=CCCCC2)sc2ccc(S(=O)(=O)N3CCCCC3)cc12
  ? | -29% | ? | 2% | 7 | 6% | 3 | ? | -11%
- O=C1NC(=Nc2ccc(F)cc2)CS1
  -3% | 8% | -3% | -2% | 2 | 3% | -9 | 2% | 15%
- O=C(Cn1nnc(-c2ccc(N3CCOCC3)cc2)n1)N1CCOCC1
  1% | -7% | -9% | -5% | -12 | 2% | -4 | 4% | 13%
- COC(=O)c1ccccc1NC(=O)CSc1nc2ncccc2[nH]1
  10% | 9% | 6% | -14% | 15 | 1% | -7 | -2% | 5%
- CCCCn1c(N)c(N(CC)C(=O)C2=NN(c3ccccc3)C(=O)CC2)c(=O)[nH]c1=O
  2% | 0% | 12% | -1% | -7 | 0% | 2 | -4% | 3%
- Cc1ccc(NS(=O)(=O)c2ccc(C(=O)N3CCN(c4ccccn4)CC3)cc2)cc1
  -3% | ? | ? | ? | -19 | -13% | 1 | 19% | -6%
- COc1ccc(C(c2nnnn2Cc2ccccc2)N2CCN(c3nc4ccccc4s3)CC2)cc1OC (stereo not drawn)
  -17% | -22% | -9% | ? | -8 | 8% | 0 | ? | -20%
- CC(C)C(NC(=O)c1c(F)cccc1F)C(=O)NCc1ccc(S(=O)(=O)N2CCOCC2)cc1 (stereo not drawn)
  10% | 0% | 3% | 1% | -10 | -8% | -2 | 3% | -2%
- CC(Oc1ccc(Cl)cc1)C(=O)N/N=C/c1ccsc1 (stereo not drawn)
  0% | 17% | -2% | 10% | -10 | 17% | 11 | -1% | -12%
- COc1ccc2c(CNCC(C)c3ccccc3)c(C(=O)O)n(Cc3ccc(F)cc3Cl)c2c1 (stereo not drawn)
  . | -2% | -10% | . | . | 1% | 21 | . | .
- Cc1c(OC(C)C(=O)NCc2cccnc2)ccc2c3c(c(=O)oc12)CCCC3 (stereo not drawn)
  -10% | ? | -1% | -3% | -25 | 0% | 11 | ? | 0%
- CC(C)(C)c1ccc(C(=O)Nc2cccc3ncccc23)cc1
  -10% | -1% | -3% | 0% | -10 | -4% | 1 | ? | ?
- COc1ccc(OC)c(CN2CCN(C(=O)c3cc(S(=O)(=O)Nc4ccccc4OC)ccc3C)CC2)c1
  -13% | -24% | 6% | ? | i | -13% | 0 | -10% | -1%
- O=C(NC1CCN(C(=O)NC2CCCCC2)CC1)c1ccco1
  5% | 6% | 1% | 0% | 32 | -7% | -1 | 1% | 13%
- CCOc1ccc(-c2noc(-c3cccnc3)n2)cc1OC
  2% | -2% | -11% | 0% | ? | -4% | 1 | -1% | 20%
- NNc1cccc(C=Cc2ccccc2)cc1=O
  -7% | 0% | 0% | ? | -13 | -26% | 0 | ? | -7%
- Cc1ccc(C)c(S(=O)(=O)NCC(=O)OCC(=O)Nc2sccc2C(N)=O)c1
  20% | 7% | 11% | -2% | -1 | 7% | -3 | -2% | 11%
- CC(C)(C)NC(=O)C[C@H]1C[C@H](C(=O)N2CCOCC2)[C@@]2(CCC3CCCC3)c3[nH]c4ccc(Cl)cc4c3CCN2C1=O
  ? | 0% | 0% | ? | -60* | -25% | -40 | 0% | ?
- Cc1cccc(NC(=O)c2sc3nc4c(c(-c5cccs5)c3c2N)CN(C)CC4)c1
  -13% | 2% | -25% | 16µM* | -86* | 13% | -11 | ? | -5%
- O=C(CCN1C(=O)C2C3CCC(C3)C2C1=O)OCC(=O)c1cccc([N+](=O)[O-])c1 (stereo not drawn)
  -1% | -2% | 5% | 10% | 1 | -22% | -16 | 11% | 5%

Additional compounds
Molecule	HT1080 IDH1KD tx	KB-V1 cytotox	KB-3-1 tox	MCF10A rerep	IL-1B inflam inh	GLP1R cytotox	DRD3 agonist	SW480 rerep	HT1080-NT tox
Cc1cc2c(cc1C)CSC(c1ccc(O)cc1)SC2	-25%	-3%	-4%	-1%	29	11%	9	2%	-4%
CCc1nc2ccc(C(=O)N(CC)CC(=O)Nc3c(F)cccc3F)cc2nc1CC	-6%	1%	1%	5%	0	4%	4	-24%	0%
COC(=O)c1ccc2c(=O)n(CCN3CCOCC3)c(SCC(=O)Nc3cccc(OC)c3)nc2c1	10%	-16%	17%	27%	-20	-21%	1	-22%	0%
C/C(=N\NC(=O)CCC(=O)Nc1ccc(C)c(C)c1)c1cccs1	0%	0%	-3%	2%	14	9%	-9	3%	14%
CCN1CCN(c2ccc(S(=O)(=O)N3CCOCC3)cc2NC(=O)CCSC)CC1	0%	9%	1%	1%	6	4%	1	-15%	-2%
O=C(Nc1ccccc1Cl)c1cc(C2CCCN(C(=O)CCc3ccccc3)C2)on1 (stereo not drawn)	19%	-1%	0%	.	-16	3%	5	.	2%
CS(=O)(=O)N1CCC(Oc2ccccc2C(=O)N2CCC[C@H]2CO)CC1	3%	-3%	-11%	-4%	76	-8%	4	-3%	10%
Cc1ccc(S(=O)(=O)CCC(=O)OCc2ccccc2F)cc1	8%	-3%	25%	1%	29	8%	0	-9%	2%
O=C(O)c1ccc(O)c(N2C(=O)Nc3ccccc3N2O)c1	16%	-13%	27%	2%	43	-2%	-4	-2%	16%
O=C(O)c1ccccc1N(Cc1ccccc1)C(=O)CO/N=C/c1ccccc1	3%	-39%	?	-3%	-9	3%	-4	?	-8%
COc1cccc(CC(=O)Nc2ccc(F)c(S(=O)(=O)N3CCOCC3)c2)c1	2%	-20%	-8%	-3%	-4	-20%	-13	?	0%
O=C(CSc1nnc(C2COc3ccccc3O2)o1)N1CCN(c2ccccc2)CC1 (stereo not drawn)	4%	?	6%	-3%	13	-21%	6	-11%	8%
Cc1ccc2nc(C3CCCCC3)c(Cc3cccc(Cl)c3)n2c1	?	-2%	-1%	.	-7	-19%	4	.	?
O=C(NCc1ccccc1)c1ccc(OC2CSC2)cc1	8%	-12%	0%	3%	-12	4%	3	-11%	10%
O=C(N/N=C/c1cn(Cc2ccccc2)c2ccccc12)c1ccncc1	-18%	?	-15%	12%	18	0%	1	?	-9%
S=c1[nH]nc(-c2ccc3ccccc3n2)n1Cc1ccccc1	3%	-19%	-24%	4%	34	8%	2	-8%	4%
CCOc1nc(Oc2cccc(C(=O)O)c2)nc(Oc2cccc(C(=O)O)c2)n1	17%	-3%	9%	-7%	15	-9%	1	-7%	14%
Cc1ccc2[nH]c(=O)c(C(c3nnnn3Cc3ccccc3)N3CCc4ccccc43)cc2c1 (stereo not drawn)	-20%	?	-24%	16%	29	-25%	-1	?	-22%
CCOC(=O)C1=C(C)Nc2ccccc2N/C1=N\S(=O)(=O)c1ccccc1	-9%	?	-2%	2%	24	1%	3	-52%[inhibitor]	-16%
CCNC(=O)C1CCCN(C(=O)c2ccc(C(F)(F)F)cc2)CC1 (stereo not drawn)	24%	5%	0%	.	28	-4%	3	.	30%
CCOc1ccc(C(=O)N/N=C/c2cc(Cl)ccc2[N+](=O)[O-])cc1	17%	10%	-10%	-7%	-14	0%	-37	4%	28%
C=Cc1ccc(CSc2nc(-c3ccccc3Cl)nc3c2Cc2c(CO)cnc(C)c2O3)cc1	.	2%	5%	.	.	-15%	-1	.	.
Cc1cc(C)c(C(=O)NC2CC(C)(C)Cc3c2cnn3-c2cccc(F)c2)[nH]1 (stereo not drawn)	-27%	.	.	?	-4	-4%	9	?	-17%
Cc1ccc(S(=O)(=O)N(CC(=O)N2CCC(C)CC2)c2cccc(C)c2)cc1	0%	?	-8%	1%	0	-12%	-1	2%	-6%
CCc1ccc(C(=O)C(C)OC(=O)Cn2cnc3c2c(=O)n(C)c(=O)n3C)cc1 (stereo not drawn)	-4%	2%	0%	1%	-12	4%	2	-5%	-6%

High-throughput results (PubChem)
